HIF-2a block = HIF-2a inhibition. 786-0 RCC cells HIF-2a reporter, luciferase luminescence, overnight. hit rate 0.72% among 360,000. AID 624352. inhibition, % at 18.8 µM;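 active means inhibition of the luminescence signal of 40% or more relative to plate controls, in a single-dose primary screen at 18.75 µM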
CaV13 FRET inh = Disruptors of the CACNA1D IQ motif to Ca2+-dependent inactivation inhibitor domain association, primary screening, Förster resonance energy transfer in intact living …. HEK cells, CFP/YFP FRET ICDI-IQ, plate reader, 10 min; percent FRET-ratio fall versus neutral wells. inhibition, % at 12.3 µM. hit rate 0.098% among 340,000. AID 743397;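 active means mean replicate inhibition of at least 30% and at least 1% of replicates passing that level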;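 further: 0% = median of the neutral control wells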
Shn3 3UTR inh = reduces Shn3 3'UTR luciferase signal in osteoblasts | Clone20 osteoblast Shn3 3'UTR firefly luciferase, 24 h | inhibition, % at 12.5 µM | hit rate 0.52% among 360,000 | AID 588674;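 active means mean inhibition of at least 75% with every replicate also reaching 75%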;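 further: 0% = median of neutral control wells and 100% = pilot-screen positive control compound; some compounds past the cut are filed as inactive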
NR2E3 ag-1 = NR2E3 (human) agonism. GST-NR2E3/biotin-RetCOR TR-FRET, 1536-well. inhibition of corepressor binding, % at 4.78 µM. hit rate 0.12% among 320,000. AID 2300;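 active means percent inhibition above the cutoff of mean plus 3 SD of all tested compounds, set per screening campaign, cut at about 20% in these data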;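 further: 0% = DMSO wells and 100% = biotin wells as full block of FRET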
Target sequence (Q9Y5X4 whole entry, looked up): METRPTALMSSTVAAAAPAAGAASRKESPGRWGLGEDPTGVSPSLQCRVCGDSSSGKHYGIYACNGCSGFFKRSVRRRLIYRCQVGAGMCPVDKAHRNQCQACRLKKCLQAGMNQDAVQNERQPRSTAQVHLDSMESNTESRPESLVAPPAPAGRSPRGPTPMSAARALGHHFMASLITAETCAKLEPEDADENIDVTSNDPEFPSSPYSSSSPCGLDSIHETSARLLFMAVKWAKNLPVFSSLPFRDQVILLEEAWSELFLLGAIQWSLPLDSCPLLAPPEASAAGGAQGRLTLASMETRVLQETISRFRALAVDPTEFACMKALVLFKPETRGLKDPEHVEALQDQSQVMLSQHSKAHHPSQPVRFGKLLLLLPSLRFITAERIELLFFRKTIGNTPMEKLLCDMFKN
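Assay system: NR2E3–RetCOR corepressor complex. Quantity: 1.35 nM GST-NR2E3. Buffer or medium: pH 7.5 Tris-based buffer. Reagent: biotinylated RetCOR corepressor at 7 nM final. Schedule: 5 h at 4 °C. Detection: TR-FRET, emission read at 617 and 671 nm. Replicates: one well per compound, singlicate testing.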
Vif imaging = inhibitors of HIV Vif; HEK293T cells, Vif self-association by quenched fluorescence, imaging, 24 h; AID 602346; hit rate 0.35% among 340,000; inhibition, % at 7.49 µM; in the data active means inhibition above about 50%, passing the limit was not always enough; further: some results filed as inactive read as strong as hits
CF NFkB block = inhibitors of cystic fibrosis induced NF-kB | KKLEB NF-kB-GFP reporter, PAF-induced, GFP fluorescence overnight | inhibition, % at 5 µM | hit rate 0.86% among 360,000 | AID 588850;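 active means at least 50% inhibition at 5 µM, scaled per plate between neutral and stimulator controls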;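 further: PAF is a Pseudomonas aeruginosa culture filtrate used as stimulus; plate controls were PAF-stimulated DMSO wells for no effect and unstimulated DMSO wells for full effect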
NR2E3 ag-2 = agonists of human NR2E3 nuclear receptor; Q9Y5X4; CHO-S Gal4-NCOR/VP16-NR2E3 two-hybrid, luciferase; inhibition of corepressor binding, % at 3.98 µM; hit rate 0.35% among 360,000; AID 602229;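 active means inhibition above the mean of all tested compounds plus 3 SD, cut at about 70% in these data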;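 further: 0% = DMSO with NR2E3 transfected cells and 100% = cells lacking NR2E3 construct; higher means lower luciferase signal from less NR2E3 corepressor binding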
PDI inh = blocks human protein disulfide isomerase activity; P07237; PDI insulin aggregation turbidity, A650, 90 min; inhibition, % at 10 µM; hit rate 0.052% among 350,000; AID 588391;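 active means mean inhibition across replicates of 30% or more, whatever share of single replicates reach that level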;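 further: absorbance from insulin aggregation driven by PDI reduction with DTT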
Target sequence (P07237 whole entry, looked up): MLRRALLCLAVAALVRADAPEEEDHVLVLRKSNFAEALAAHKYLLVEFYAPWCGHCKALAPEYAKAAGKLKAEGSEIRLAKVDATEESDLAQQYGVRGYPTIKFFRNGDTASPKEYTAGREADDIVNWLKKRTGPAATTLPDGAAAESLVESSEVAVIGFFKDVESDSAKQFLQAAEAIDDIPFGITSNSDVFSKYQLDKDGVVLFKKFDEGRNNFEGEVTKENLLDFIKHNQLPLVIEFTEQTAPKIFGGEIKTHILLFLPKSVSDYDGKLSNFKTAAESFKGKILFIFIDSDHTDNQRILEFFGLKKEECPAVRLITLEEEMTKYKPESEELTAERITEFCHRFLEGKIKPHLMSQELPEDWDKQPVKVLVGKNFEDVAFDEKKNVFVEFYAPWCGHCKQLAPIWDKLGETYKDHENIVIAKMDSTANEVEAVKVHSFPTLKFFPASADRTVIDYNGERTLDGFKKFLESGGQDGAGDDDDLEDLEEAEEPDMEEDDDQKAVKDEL
TRPM1 prom inh = MITF TRPM1 promoter inhibition in SK-MEL-5 cells; SK-MEL-5 TRPM1 promoter luciferase, 24 h; hit rate 0.83% among 330,000; AID 488899; inhibition, % at 12.5 µM;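 active means mean inhibition across replicates of 60% or more, whatever share of single replicates reaches that level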; further: values of inactives mirror those of a sister screen read the other way
KKLEB cytotox = counter-screen for CF NF-kB inhibitors: cytotoxicity; KKLEB CF airway cells viability, ATPlite luminescence, overnight; stronger effect = lower value; cells stimulated with P. aeruginosa culture filtrate; activity change (cytotoxicity), % at 5 µM; hit rate 0.36% among 360,000;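 active means corrected activity change at or below -50% at 5 µM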
Peg3 prom inh = reduces Peg3 promoter-driven luciferase expression in HeLa. HeLa PEG-Prom luciferase reporter, luminescence, overnight. hit rate 1.7% among 360,000. inhibition, % at 20 µM. AID 588405;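 active means inhibition of at least 50% at 20 µM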
Active calls of the source: *; . = not tested or not shown.

SMILES	HIF-2a block	CaV13 FRET inh	Shn3 3UTR inh	NR2E3 ag-1	Vif imaging	CF NFkB block	NR2E3 ag-2	PDI inh	TRPM1 prom inh	KKLEB cytotox	Peg3 prom inh
N=C1SC(c2ccccc2)C(=O)N1c1ncc(Cc2ccccc2Cl)s1 (configuration not stated)	14	-3	19	-1	10	1	58	-3	2	-6	15
CC1(C)C2CCC1(C)C(NC(=O)CCN1CCCCC1)C2 (configuration not stated)	18	-7	-15	-1	42	-2	-21	-3	-20	2	-1
CC(N)c1csc(Nc2nccc(C(F)(F)F)n2)n1 (configuration not stated)	8	-5	-6	.	11	17	22	-1	.	0	-7
Cc1ccc(NC(=O)c2ncn(CC(=O)N[C@H](CO)Cc3c[nH]c4ccccc34)n2)cc1C	-64	-2	-4	.	12	-9	13	-8	-4	12	-44
O=C(NCCc1c[nH]c2ccccc12)C1CCC(=O)N(CCc2cccc(F)c2)C1 (configuration not stated)	9	-5	-2	-2	-1	5	7	3	4	-3	9
O=C(/C=C/c1cn(-c2ccccc2)nc1-c1cccs1)NCCN1CCOCC1	-33	5	-11	0	-2	-2	27	-8	3	-11	-4
O=C(Nc1ccc2c(c1)OCCO2)C(C1CC1)N1CCN(C/C=C/c2ccccc2)CC1 (configuration not stated)	-4	.	11	.	2	-14	-2	.	.	5	1
CCN(CC(=O)NCc1cccs1)C(=O)c1cccc(S(=O)(=O)Nc2ccc(C)cc2)c1	20	-6	-5	-3	.	-14	-4	0	2	7	21
CC1(O)CC(c2ccc(Cl)cc2)=NN1C(=O)c1ccc(Cl)cc1 (configuration not stated)	16	-6	-2	0	8	58*	-11	1	-4	-38	8
COC(=O)C(CC(=O)CNC(=O)c1ccccc1)NC(=O)c1ccccc1 (configuration not stated)	20	-6	0	.	17	-20	-20	-2	-16	16	-6
COc1ccc(Cl)cc1NC(=O)N1CCN(S(C)(=O)=O)CC1	-14	-6	11	-1	12	-32	20	2	8	-3	-4
CCOc1ccc(OCCOCCn2ccnc2)cc1	8	-4	-7	3	3	0	-12	7	6	-2	-1
COc1cccc(NC(=O)C(Cc2ccccc2)n2cccc2)c1 (configuration not stated)	17	0	2	1	-4	-6	-2	2	-3	20	6
O=[N+]([O-])c1cccc(N=NNc2cccc([N+](=O)[O-])c2)c1	-227	-6	-28	.	-2	-34	-60	5	.	-6	-251
Cc1c(C(=O)c2ccc(Cl)c(Cl)c2)cnc2cc3c(cc12)OCO3	8	-5	9	2	-16	-11	8	-3	8	-4	1
Cc1ccc(N2C(=O)CC(Cc3ccc(Cl)cc3)C2=O)cc1 (configuration not stated)	19	-5	6	-3	14	-10	1	16	0	4	9
C[N+](C)(C)CCOP(=O)([O-])OC[C@H](O)CO	1	-5	-14	9	-1	0	5	4	-5	6	23
Cc1cccnc1NC(=O)Nc1ccc(F)cc1	-213	.	-53	2	12	-19	-44	-1	-40	12	-226
CCCC(=O)Nc1sc(C(=O)Nc2cccc(N)c2)c(C)c1C(=O)OC	-73	-7	-46	-2	-3	14	-64	5	-41	10	-187
CCOC(=O)C1CCN(C(=O)CN2C(=O)c3cccnc3Oc3ccc(C)cc32)CC1	15	-3	-3	2	-5	13	9	-6	-6	-5	7
CCOc1cc(CNCC2CCCN2CC)cc(Cl)c1OC (configuration not stated)	5	-2	-17	4	-4	-14	3	-2	-13	-4	4
O=S(=O)(c1ccc(Oc2ccc(Cl)cc2)c(S(=O)(=O)N2CCCCC2)c1)N1CCCCC1	14	-3	11	2	-1	-10	-18	-2	6	8	18
COc1ccc(-c2nc3ccc(C)cn3c2NCc2ccc3c(c2)OCO3)cc1	-130	-1	-8	3	11	-4	-39	1	-9	2	-113
CCCN(CC(=O)Nc1ccc(F)c(F)c1F)C(=O)C1CC(=O)N(Cc2ccccc2)C1 (configuration not stated)	-4	-16	0	-4	18	9	27	10	-2	-14	18
COc1ccc(C(C)NC(=O)Nc2ccc(C(C)=O)cc2)cc1OC (configuration not stated)	-148	.	0	-3	-3	-22	-15	-4	-38	8	-108
COc1ccc(C(C[N+](=O)[O-])c2c(C)cc3ccccn23)c(OC)c1 (configuration not stated)	34	-3	54	1	1	17	-14	-3	52	-11	18
O=C(COC(=O)c1ccc([N+](=O)[O-])o1)NCCCc1ccccc1	0	-5	-16	.	3	10	-9	14	19	-15	17
COc1ccc(NC(=O)c2oc3ccccc3c2NC(=O)C2CC2)cc1	-86	-11	12	1	-9	-10	-34	8	0	-7	-38
CC(=O)Nc1cccc(C(=O)OCC(=O)NNC(=O)c2ccc([N+](=O)[O-])cc2)c1	14	-6	16	1	-1	3	-26	-4	-6	0	8
COc1ccc(S(=O)(=O)N2CCOCC2)cc1NC(=O)c1cccc(-n2cccc2)c1	10	-2	6	0	.	-8	3	-8	-6	4	16

Entries of single compounds, quoted from the list. Values in the order: HIF-2a block, CaV13 FRET inh, Shn3 3UTR inh, NR2E3 ag-1, Vif imaging, CF NFkB block, NR2E3 ag-2, PDI inh, TRPM1 prom inh, KKLEB cytotox, Peg3 prom inh
`CCCN(CC(=O)Nc1ccc(F)c(F)c1F)C(=O)C1CC(=O)N(Cc2ccccc2)C1` (configuration not stated) is listed with -4, -16, 0, -4, 18, 9, 27, 10, -2, -14, 18
`COc1ccc(NC(=O)c2oc3ccccc3c2NC(=O)C2CC2)cc1` is listed with -86, -11, 12, 1, -9, -10, -34, 8, 0, -7, -38

The results go on:
SMILES	HIF-2a block	CaV13 FRET inh	Shn3 3UTR inh	NR2E3 ag-1	Vif imaging	CF NFkB block	NR2E3 ag-2	PDI inh	TRPM1 prom inh	KKLEB cytotox	Peg3 prom inh
CCCCN1C(=O)C(CC(=O)NCCc2ccccn2)CC(C(=O)N(C(C)C)C(C)C)=C1C (configuration not stated)	-7	-5	-27	.	-2	15	14	2	.	-1	22
O=C(OCc1nnc(-c2ccc(Br)cc2)o1)c1ccco1	-10	-6	1	3	2	-14	2	1	-4	15	-2
CCN(CC)S(=O)(=O)c1ccc(NC2c3ccccc3C(=O)N2c2ccc(C)cn2)cc1 (configuration not stated)	-72	-4	4	1	-1	20	-29	.	1	5	-6
COc1ccc(CN2CCC(N3CC(C)OC(C)C3)CC2)c(OC)c1 (configuration not stated)	8	-20	1	.	13	5	-10	11	3	-1	12
CCSc1ccccc1C(=O)N1CCN(c2ccccc2F)CC1	18	-5	9	1	17	2	-7	-8	9	3	1
O=C(Nc1nc(-c2ccccc2)c(-c2ccccc2)s1)c1ccc(S(=O)(=O)N2CCCCC2)cc1	18	-4	26	-11	5	-35	7	-7	21	9	5
O=C(CSC(=S)N1CCOCC1)N1N=CCC1c1ccccc1 (configuration not stated)	-18	-5	-6	1	-4	0	-21	1	-1	-2	-8
COC(=O)[C@H]1[C@H]2C[C@H]3c4[nH]c5ccccc5c4CCN3C[C@H]2CC[C@@H]1O	-36	-5	-1	-4	5	-27	-9	0	8	-1	-31
C=CCNC(=O)CC(=O)N/N=C/c1cccc(Br)c1	4	-8	5	-5	-10	15	8	-11	-2	2	20
CN(/N=C/c1c[nH]c2ccccc12)c1cnn(-c2ccc(F)c(Cl)c2)c(=O)c1Cl	-2	-12	5	-1	2	-11	-19	-3	18	-1	9
O=C1c2ccccc2C(=O)C1c1ccc(Br)cc1	-13	-14	-13	0	-4	-4	-60	5	-44	-2	-286
C[C@H](CO)N1C[C@H](C)[C@@H](CN(C)S(=O)(=O)c2ccccc2)Oc2c(NS(=O)(=O)c3ccccc3)cccc2C1=O	10	-10	2	.	-2	-4	-27	-6	2	5	19
CSc1ccc(Cl)c(C(=O)N2CCN(CC(=O)N3CCCC3)CC2)c1	7	-3	6	.	3	13	-27	-8	-1	1	-1
Cc1cccc(NC(=O)CCN2C(=O)c3ccccc3C2=O)c1	3	-19	-8	0	12	-9	14	-16	3	4	-13
Cc1cc(=O)n2[nH]c(-c3ccco3)nc2n1	-1	-8	-5	4	1	8	5	-5	2	2	0
O=C(Nc1cc(Cl)ccc1O)C1CC(c2ccccc2Cl)=NO1 (configuration not stated)	-2	-21	17	.	-5	6	-20	1	-12	9	-1
CCOc1ccc(NC(=O)c2cnccn2)cc1	-79	-7	-37	-2	0	-3	-197	0	-23	0	-44
CC[n+]1c(/C=C(/C)SC)sc2ccccc21	8	-7	-14	0	2	10	-4	1	29	4	10
COc1cc(/C=C/C(=O)O)cc(S(=O)(=O)Nc2ccccc2SC)c1OC	10	-3	1	1	19	4	-19	0	-2	3	14
COc1ccc(-c2noc(CN3CCN(c4ccccc4F)CC3)n2)cc1OC	9	-3	1	3	4	13	-6	6	-3	-11	11
COc1ccc(-c2nc(N)nc(C)c2Oc2ccccc2Br)c(O)c1	17	-7	-14	3	6	2	-51	-2	0	-3	29
CC(C)(Oc1ccc(Cl)cc1)C(=O)N/N=C/c1cn[nH]c1-c1ccccc1	-10	-4	-19	-4	.	12	-19	5	9	3	20
COc1ccc(OCC(=O)N2CCN(C(=O)c3ccc(F)cc3)CC2)cc1	-2	-3	-2	7	-4	13	2	2	5	-17	-3
CC1CCCC(C)N1C(=O)COC(=O)c1ccco1 (configuration not stated)	-9	-14	-6	.	0	-18	-27	2	-1	9	-5
CN(C)CCCNC(=O)C[C@H]1C[C@H](C(=O)N2CCCCC2)[C@@]2(C)c3[nH]c4cc(CCC(=O)N(C)C)ccc4c3CCN2C1=O	-1	-3	-11	.	.	-15	-6	6	-5	-6	-27
COc1nc2ccccc2nc1OC	9	-7	0	0	6	2	-6	3	-11	0	-9
CCN(Cc1ccc(OC)c(F)c1)C(=O)/C=C/c1ccc(S(=O)(=O)N2CCOCC2)cc1	12	-6	10	1	1	-14	-1	2	9	-4	16
O=C1CC(C(=O)Nc2ccccc2C(=O)O)C(c2ccccc2)O1 (configuration not stated)	14	-6	4	-3	-4	2	8	8	-9	1	8
c1ccc2c(c1)nc(-c1ccncc1)n2CCNc1nc(CN2CCCCC2)cs1	4	-6	-21	7	20	1	-13	-7	-17	0	-17
Cn1c(=NC(=O)CCl)sc2ccccc21	-81	-7	-17	-3	-1	94*	-11	0	25	-86*	35
CCOC(=O)C1(CCCc2ccccc2)CCN(C(=O)c2n[nH]c(CC)c2C)CC1	-17	-12	34	.	-13	7	-24	2	.	1	2
Cc1ccc(NC(=O)Cc2ccccc2)cc1S(=O)(=O)N1CCOCC1	12	-6	4	.	0	22	-25	-2	14	-10	23
COc1ccccc1CNC(=O)CCc1nnc2ccc(NCCCN3CCCC3=O)nn12	12	-4	12	-1	1	14	15	-35	6	-19	8
N#CC1=C(N)Oc2cc(O)c(Cl)cc2C1c1ccccc1F (configuration not stated)	7	5	12	2	-1	-32	-6	11	17	2	0

Screening data deposited in PubChem BioAssay by several laboratories.

Random draw from the library; 3.3% or so of the library scored in one or more.
